# Compound activity deposited in PubChem BioAssay by NCI.
# Growth percent in the NCI-60 one-dose screen (48 h, 10 µM unless noted): 100 = growth as untreated, 0 = no growth, -100 = all killed.
# SK-OV-3 = SK-OV-3 ovarian cancer cells | AID 1794785 | actives 3.2% (n = 80,000)
# OVCAR-4 = OVCAR-4 ovarian cancer cells | AID 1794784 | actives 3.7% (n = 80,000)
# OVCAR-5 = OVCAR-5 ovarian cancer; AID 1794783; actives 2.9% (n = 82,000)
# NCI/ADR-RES = NCI/ADR-RES ovarian cells | actives 4.4% (n = 81,000) | AID 1794790
# OVCAR-3 = OVCAR-3 ovarian cancer; actives 7% (n = 79,000); AID 1794787
# DU-145 = DU-145 prostate cancer. actives 4.2% (n = 81,000)
# OVCAR-8 = OVCAR-8 ovarian cancer; actives 4.4% (n = 81,000)
# IGROV1 = IGROV1 ovarian cancer; actives 4.7% (n = 79,000); AID 1794786
# * = called active by the depositor; x = not tested or not shown; & = joins results of further samples; [ ] = dose if it differs, or a comment. How the source made its calls: active means growth percent below 10; inactive means the rest.
SMILES,SK-OV-3,OVCAR-4,OVCAR-5,NCI/ADR-RES,OVCAR-3,DU-145,OVCAR-8,IGROV1
CC(=O)OCC1O[C@@H](OC(C)=O)[C@@H](NC(=O)NS(=O)(=O)c2ccccc2)C(OC(C)=O)[C@@H]1OC(C)=O (stereo partly drawn),113,109,108,113,110,108,113,108
OC1(c2ccc(F)cc2)CCCCC1,x,x,104,100,118,117,107,105
COc1ccc(Nc2ncnc3c2ncn3Cc2nnc3c4ccccc4c(Cl)nn23)cc1,94,76,130,89,96,90,79,72
CC(C)CCC[C@@H](C)[C@H]1CC[C@H]2[C@@H]3C=CC4=CC=CC[C@]4(C)[C@H]3CC[C@]12C,103,107,113,103,106,102,96,102
CC(C)(C)c1ccc2c(c1)C(=O)N(Cc1ccc(S(N)(=O)=O)cc1)C2=O,96,87,104,91,98,106,106,109
COc1cc2nc(Nc3cccc(Cl)c3)nc(N)c2cc1OC,114,73,111,74,89,32,87,65
CC(C)(C)c1ccc(C2=NOS(=O)[C@@]23Cc2ccccc2C3=O)cc1 (stereo partly drawn),100,79,114,77,95,93,76,67
C[C@@H]1CC=C2[C@H](CC[C@H](O)C2(C)C)[C@@]1(C)CCc1ccoc1,97,124,108,108,106,104,100,104
O=C(Cn1cc(COc2ncnc3c2cnn3-c2ccccc2)nn1)Nc1ccc([N+](=O)[O-])cc1,x,94,95,92,104,109,92,74
O=S(=O)(c1ccc(Cl)cc1)c1cc(O)ccc1O,101,77,94,90,85,92,95,88
Cc1cc(=O)[nH]c(N/N=C2/CCCCC2C)n1 (stereo not drawn),103,x,121,115,116,117,99,117
O=C(O)CC(C(=O)O)c1ccccc1 (stereo not drawn),97&105,107&101,87&119,103&115,110&121,108&122,89&114,140&111
O=S(=O)(Nc1ccccc1Cl)c1ccccc1,104,108,x,109,117,120,94,108
O=C(O)CCCCCCCCCCNC(=O)Nc1cccc(C(F)(F)F)c1,111,111,101,108,85,102,x,106
COc1ccc(/C=C2\COc3ccc(O)cc3C2=O)cc1OC,93,93,87,98,28,66,46,90
CCNC(=O)N1CCc2cc(OC)c(OCCc3ccc(OC)c(N)c3)cc2C1c1ccc(C)cc1C (stereo not drawn),53,58,34,18,x,16,24,21
C[n+]1noc([O-])c1-c1ccccc1,98,106,97,103,114,110,104,107
COc1ccc(-c2nc(-c3nc4ccc(OC)cc4[nH]3)c3ccccn23)cc1,92,51,90,51,82,72,31,57
CN(C)CCn1c(=O)c2c3cc4c(cc3n(CCN(C)C)c2c2ccc(Cl)cc21)OCO4,41,61,81,31,83,61,32,38
CC(=O)c1ccc2c(c1)N(CCCN1CCC(CCO)CC1)c1ccccc1S2,100,92,88,84,88,99,105,87
CCc1c(C)c2ccc3oc(Nc4ccccc4)nc3c2oc1=O,120,x,108,89,117,103,102,108
CCOc1ccc2nc(N(Cc3ccncc3)C(C)=O)sc2c1,102,105,95,105,111,106,104,104
CN(C)C(=O)OCc1nc2c(N3CCOCC3)nc(Cl)nc2n1C,99,110,99,101,114,111,102,106
CC(C)(C)c1ccc(O)c(CNC2CCCCC2)c1,98&108,83,93&106,99,93&111,108&130,89&101,92&98
CC(=O)CC(=O)NCC#N,103,102,108,100,111,108,104,103
N=C(N)NCCC[C@@H]1NC(=O)c2ccc(nc2)-c2ccc(cn2)NC(=O)CCNC(=O)[C@H](CCCNC(=N)N)NC(=O)[C@H](CCCNC(=N)N)NC(=O)[C@H](CCCNC(=N)N)NC(=O)c2ccc(nc2)-c2ccc(cn2)NC(=O)CCNC(=O)[C@H](CCCNC(=N)N)NC(=O)[C@H](CCCNC(=N)N)NC1=O,83[5 µM],84[5 µM],97[5 µM],99[5 µM],91[5 µM],97[5 µM],86[5 µM],99[5 µM]
COc1ccccc1C(=O)/C=C/c1ccccc1,90,89,101,76,x,32,78,86
O=C(Nc1ccc(Nc2ccccc2)cc1)Nc1ccccc1Cl,94,89,94,101,104,106,93,295
Cc1cc(Br)ccc1S(=O)(=O)c1ccccc1,99,96,110,110,116,122,96,116
CC12CCC(=O)N1CCc1cncn12 (stereo not drawn),99,112,103,105,104,109,103,101
COc1ccc(C(=O)CCN2CCC(C)CC2)cc1,97,103,104,109,99,112,104,99
COc1cc(N=Nc2ccccc2OC)ccc1N,98,90,95,103,100,106,98,106
O=C(NO)c1cn(C2CC2)c2cc(N3CCN(C(=O)c4ccccc4)CC3)c(F)cc2c1=O,103,99,98,105,112,112,109,102
NC1=NCCO1,107,113,83,99,x,100,98,109
CCOC(=O)c1c(C)nc2c(c(C)c(Cl)n2Cc2ccccc2)c1N,89,90,95,87,90,94,92,100
COc1ccc(/C=C2\N=C(c3ccccc3)OC2=O)cc1,88,94,98,115,111,107,94,102
CC(=O)c1sc(-c2ccccc2)cc1N,90,94,100,105,103,102,93,105
CCOC(=O)CC(C#N)(CC(=O)OCC)C(=O)OCC,117,104,100,106,112,113,89,118
O=C(O)CN1C(=O)/C(=C/c2cn(-c3ccccc3)nc2-c2ccccc2)SC1=S,101,95,102,103,105,108,94,105
CCCCCN(CCCCC)C(=O)C(C)O (stereo not drawn),104,106,102,110,109,110,109,112
O=C(Nc1ccc(Cl)cc1[N+](=O)[O-])C(=O)Nc1ccc(Cl)cc1[N+](=O)[O-],101,28,108,101,114,122,99,85
CCCC/C=N\NC(=O)C[N+](C)(C)C,107,x,110,103,106,115,105,96
COCCCN1CCN(c2ncc([N+](=O)[O-])c(N3CCN(CCCOC)CC3)n2)CC1,100,104,101,99,107,107,97,100
Cc1ccc(-c2ccc(Nc3ccccc3)nn2)cc1S(N)(=O)=O,100,95,101,x,95,85,94,97
Cn1c2ccc(Br)cc2c2c3c(c4c5ccccc5[nH]c4c21)C(=O)N(O)C3=O,-84*,3.5*,-6.8*,26,-86*,-71*,-27*,-79*
CCN(C(=O)Nc1cccc2ccccc12)c1ccccc1,96,100,92,102,108,107,74,90
Cc1c(Nc2ncccc2C(=O)O)cccc1C(F)(F)F,116,95,103,101,98,108,98,110
O=C1c2c(O)cc(O)cc2OC(c2ccc(O)c(O)c2)C1O (stereo not drawn),109,113,104,x,123,132,99,126
COc1ccc(N2CCN(C(=O)Nc3ccc(S(N)(=O)=O)cc3)CC2)cc1,105,95,102,113,114,118,107,114
Cc1cc(=O)n2c(C(=O)N/N=C/c3ccccn3)nn(-c3ccc(S(N)(=O)=O)cc3)c2n1,104,105,103,97,105,105,101,96
CCOC(=O)/C(C)=C\c1ccc(OC)c(OC)c1,103,101,99,100,103,99,101,105
CN(C)CCNC1CCc2c(c(C(=O)N(C)Cc3ccccc3)nn2C)C1 (stereo not drawn),96,114,109,101,112,114,115,101
COc1cccc(Nc2nc(SC)nc(-c3cccc(N)c3)c2C#N)c1,96,92,95,101,109,102,98,94
CCCCCCCCNC(C)C(O)c1ccc(SC(C)C)cc1 (stereo not drawn),84,64,x,48,-83*,-25*,-5.3*,19
CCCCCCCC(C)NCCO (stereo not drawn),94,118,111,111,101,106,99,103
O=C(/C=C/c1ccccc1)C/C(=N/O)C(=O)NO,121,115,101,107,129,124,112,105
CCCCCCCCCCCCCCCCOc1ccc(S(=O)(=O)NC2CCCCC2)cc1[N+](=O)[O-],110,94,102,102,108,111,107,111
Cc1cc(C)c2c(c1C)C(=O)CCC2,100,113,106,111,104,112,104,100
O=C(c1nc2ccccc2[nH]1)C1C(c2cccc(F)c2)C2CC3CCCCC3N2[C@@]12C(=O)Nc1cc(Cl)ccc12 (stereo partly drawn),x,39,62,48,45,55,54,35
CC(C)C(=O)OCCCc1ccccc1,122,104,109,112,113,110,109,109

# Next records follow:
SMILES,SK-OV-3,OVCAR-4,OVCAR-5,NCI/ADR-RES,OVCAR-3,DU-145,OVCAR-8,IGROV1
NS(=O)(=O)c1ccc(NC(=O)Nc2nnc(-c3ccccc3)s2)cc1,110,113,99,94,111,109,108,104
CCN(CC)CCOC(=O)C1(C2CCCCC2)CCCCC1,106,101,113,98,114,114,98,104
COc1ccc(C(=O)NCc2ccc(OCC(=O)NO)c(OC)c2)cc1,109,116,106,102,118,110,103,99
CC(=O)O.CN1[CH-]N(Cc2ccc(C#N)cc2)c2ccccc21.[Ag+],120,112,117,109,116,111,101,111
CC(C)=CCc1cc2c(cc1O)C1=C(C(=O)C3=C(C1=O)S(=O)(=O)CCN3)C(C=C(C)C)O2 (stereo not drawn),-3.2*,-98*,-72*,74,0.1*,-97*,-5.8*,-31*
COc1ccc2[nH]c(-c3ccccc3)c(/C=C(\C#N)S(=O)(=O)c3ccccc3)c2c1,73,12,101,31,45,70,61,67
NC1N=C(SCC(=O)N2CCN(c3cc4c(cc3F)c(=O)c(C(=O)O)cn4C3CC3)CC2)NC(=O)/C1=C/c1ccc(Br)cc1 (stereo not drawn),111,99,105,104,110,103,106,109
Oc1ccc2ccccc2c1CNc1ccc2ccccc2c1,90,129,93,93,77,121,92,64
O=C(NC(CO)C(O)c1ccc([N+](=O)[O-])cc1)C(Cl)Cl (stereo not drawn),106,109,105,113,107,117,91,109
Oc1ccccc1/C=N\NC(=S)N/N=C/c1ccccc1O,59&46,26,60&59,20&14,23&14,45&55,23&36,34&21
FC(F)(F)c1cc2c(Cl)ncnc2n1CCN1CCCCC1,97,13,95,79,-22*,50,15,-85*
O=C1Nc2cc(Cl)c(CCCl)cc2/C1=C\c1ccc(Cl)cc1,95,90,103,93,73,90,91,69
Cc1ccc(S(=O)(=O)N(Cl)Cl)cc1,103,107,107,101,102,100,102,105
N/C(=N\C(N)=N\c1nc2ccccc2s1)c1cccc([N+](=O)[O-])c1,97,95,100,68,89,89,81,55

# Compound profiles, as listed above:
# `COc1ccc(C(=O)NCc2ccc(OCC(=O)NO)c(OC)c2)cc1` is entered as SK-OV-3 = 109; OVCAR-4 = 116; OVCAR-5 = 106; NCI/ADR-RES = 102; OVCAR-3 = 118; DU-145 = 110; OVCAR-8 = 103; IGROV1 = 99
# `CCN(CC)CCOC(=O)C1(C2CCCCC2)CCCCC1` is entered as SK-OV-3 = 106; OVCAR-4 = 101; OVCAR-5 = 113; NCI/ADR-RES = 98; OVCAR-3 = 114; DU-145 = 114; OVCAR-8 = 98; IGROV1 = 104

# Molecules from the list above that contain four or more nitrogen atoms, in the order listed:
SMILES,SK-OV-3,OVCAR-4,OVCAR-5,NCI/ADR-RES,OVCAR-3,DU-145,OVCAR-8,IGROV1
COc1ccc(Nc2ncnc3c2ncn3Cc2nnc3c4ccccc4c(Cl)nn23)cc1,94,76,130,89,96,90,79,72
COc1cc2nc(Nc3cccc(Cl)c3)nc(N)c2cc1OC,114,73,111,74,89,32,87,65
O=C(Cn1cc(COc2ncnc3c2cnn3-c2ccccc2)nn1)Nc1ccc([N+](=O)[O-])cc1,x,94,95,92,104,109,92,74
Cc1cc(=O)[nH]c(N/N=C2/CCCCC2C)n1 (stereo not drawn),103,x,121,115,116,117,99,117
COc1ccc(-c2nc(-c3nc4ccc(OC)cc4[nH]3)c3ccccn23)cc1,92,51,90,51,82,72,31,57
CN(C)CCn1c(=O)c2c3cc4c(cc3n(CCN(C)C)c2c2ccc(Cl)cc21)OCO4,41,61,81,31,83,61,32,38
CN(C)C(=O)OCc1nc2c(N3CCOCC3)nc(Cl)nc2n1C,99,110,99,101,114,111,102,106
N=C(N)NCCC[C@@H]1NC(=O)c2ccc(nc2)-c2ccc(cn2)NC(=O)CCNC(=O)[C@H](CCCNC(=N)N)NC(=O)[C@H](CCCNC(=N)N)NC(=O)[C@H](CCCNC(=N)N)NC(=O)c2ccc(nc2)-c2ccc(cn2)NC(=O)CCNC(=O)[C@H](CCCNC(=N)N)NC(=O)[C@H](CCCNC(=N)N)NC1=O,83[5 µM],84[5 µM],97[5 µM],99[5 µM],91[5 µM],97[5 µM],86[5 µM],99[5 µM]
O=C(NO)c1cn(C2CC2)c2cc(N3CCN(C(=O)c4ccccc4)CC3)c(F)cc2c1=O,103,99,98,105,112,112,109,102
O=C(Nc1ccc(Cl)cc1[N+](=O)[O-])C(=O)Nc1ccc(Cl)cc1[N+](=O)[O-],101,28,108,101,114,122,99,85
COCCCN1CCN(c2ncc([N+](=O)[O-])c(N3CCN(CCCOC)CC3)n2)CC1,100,104,101,99,107,107,97,100
Cc1ccc(-c2ccc(Nc3ccccc3)nn2)cc1S(N)(=O)=O,100,95,101,x,95,85,94,97
COc1ccc(N2CCN(C(=O)Nc3ccc(S(N)(=O)=O)cc3)CC2)cc1,105,95,102,113,114,118,107,114
Cc1cc(=O)n2c(C(=O)N/N=C/c3ccccn3)nn(-c3ccc(S(N)(=O)=O)cc3)c2n1,104,105,103,97,105,105,101,96
CN(C)CCNC1CCc2c(c(C(=O)N(C)Cc3ccccc3)nn2C)C1 (stereo not drawn),96,114,109,101,112,114,115,101
COc1cccc(Nc2nc(SC)nc(-c3cccc(N)c3)c2C#N)c1,96,92,95,101,109,102,98,94
O=C(c1nc2ccccc2[nH]1)C1C(c2cccc(F)c2)C2CC3CCCCC3N2[C@@]12C(=O)Nc1cc(Cl)ccc12 (stereo partly drawn),x,39,62,48,45,55,54,35
NS(=O)(=O)c1ccc(NC(=O)Nc2nnc(-c3ccccc3)s2)cc1,110,113,99,94,111,109,108,104
NC1N=C(SCC(=O)N2CCN(c3cc4c(cc3F)c(=O)c(C(=O)O)cn4C3CC3)CC2)NC(=O)/C1=C/c1ccc(Br)cc1 (stereo not drawn),111,99,105,104,110,103,106,109
Oc1ccccc1/C=N\NC(=S)N/N=C/c1ccccc1O,59&46,26,60&59,20&14,23&14,45&55,23&36,34&21
FC(F)(F)c1cc2c(Cl)ncnc2n1CCN1CCCCC1,97,13,95,79,-22*,50,15,-85*
N/C(=N\C(N)=N\c1nc2ccccc2s1)c1cccc([N+](=O)[O-])c1,97,95,100,68,89,89,81,55
